Tb hexokinase – blocks Trypanosoma brucei hexokinase 1 activity; recombinant TbHK1, G6PDH-coupled NADH A340; inhibition, % at 10 µM; 0.11% of 220,000 active; AID 1430;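 active = inhibition of 50% or more in the single-dose primary screen; inactive = inhibition below 50%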
PPC-1+TRAIL kill – compounds killing PPC-1 cancer cells with TRAIL present (potentiator screen, no TRAIL-free arm); PPC-1 cells + TRAIL, ATPLite viability luminescence; cell killing (% activity), % at 4 µM; 0.41% of 220,000 active; AID 1443;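 active = cell killing above 50% in the first pass at 4 µM, then a duplicate retest at 5 µM averaging 50% or more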;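 also: plate controls were cells with TRAIL plus DMSO for no effect and medium-only wells lacking cells for full effect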
FXIa inh – blocks human coagulation factor XIa protease activity. purified FXIa, Boc-Glu-Ala-Arg-AMC fluorogenic substrate. 0.14% of 220,000 active. inhibition, % at 5 µM. P03951. AID 798;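 active = inhibition of at least 40%; inactive = inhibition below 40%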;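 also: fluorescence of freed AMC excited at 355 nm; 0% = enzyme without compound and 100% = no enzyme blank; many of its hits are not listed in these tables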
zVAD death inh – blocks zVAD induced death of L929 cells | AID 1377 | L929 zVAD necroptosis rescue, ATP luminescence, 24 h; with zVAD 60 µM | viability rescue, % at 10 µM | 0.38% of 220,000 active;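 active = activation, scaled between plate controls, above about 75%, limit read from the data; inactive = activation under that limit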;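 also: 0% = zVAD with DMSO and 100% = DMSO alone without zVAD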
CHOP inh – inhibitors of CHOP induction in ER stress response | inhibition, % at 10 µM | CHO-K1 CHOP-promoter luciferase, tunicamycin-induced, 15-18 h | AID 2732 | 3.8% of 220,000 active;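 active = compounds that reduced the stress-induced luciferase reporter signal by more than about 70% of percent inhibition, limit read from the data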;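 also: 0% = tunicamycin plus vehicle and 100% = wells without tunicamycin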
PGE2 EP2 inh – EP2 receptor (human) inhibition; AID 1422; C6 glioma cells expressing human EP2, cAMP TR-FRET; cells stimulated with saturating PGE2; 0.52% of 260,000 active; P43116; inhibition, % at 25 µM;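 active = percent inhibition above 40 after rounding to a whole number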;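 also: rat C6 glioma host cells with rolipram phosphodiesterase inhibitor present; the protocol text gives 20 µM as final concentration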
Target sequence (P43116 whole entry, looked up): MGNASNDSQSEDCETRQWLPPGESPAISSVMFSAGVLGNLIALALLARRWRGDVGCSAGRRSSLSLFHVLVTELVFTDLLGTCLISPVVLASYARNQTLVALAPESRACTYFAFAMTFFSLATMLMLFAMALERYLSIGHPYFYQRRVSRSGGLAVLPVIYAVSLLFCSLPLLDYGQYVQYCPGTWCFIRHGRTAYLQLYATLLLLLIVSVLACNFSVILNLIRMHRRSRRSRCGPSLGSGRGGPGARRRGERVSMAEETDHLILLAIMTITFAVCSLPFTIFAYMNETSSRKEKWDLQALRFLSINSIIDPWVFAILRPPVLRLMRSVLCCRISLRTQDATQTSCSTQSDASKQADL
Wee1 degr inh – inhibitors of human Wee1 degradation; AID 1321; reporter increase, % at 5 µM; P30291; HeLa Luc-Wee1K328M stability, luciferase luminescence; 100% = proteasome inhibitor MG132 effect; 1.2% of 220,000 active;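 active = activation above the mean of all tested compounds plus 3 SD, set per screening run, cut at about 8.8% in these data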;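 also: cells exposed to compound for 20 h before luminescence read; 0% = DMSO alone and 100% = MG132 at 30 µM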
TNF death inh – TNF-alpha cell death inhibition in Jurkat FADD-/- cells | Jurkat FADD-/- TNF necroptosis rescue, ATP luminescence, 24 h; 0 = TNF only, 100 = no-TNF cells | activation (protection from cell death), % at 10 µM | 0.068% of 220,000 active | AID 463075;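 active = activation, meaning protection from cell death, of at least 50% relative to plate controls; inactive = activation below 50%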;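 also: necroptosis triggered by 40 ng/mL TNF-alpha added together with compound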
FXIIa inh 1536 – blocks human coagulation factor XIIa protease activity | P00748 | purified FXIIa, Boc-QGR-AMC fluorogenic substrate, 2 h | inhibition, % at 5 µM | 0.3% of 220,000 active | AID 800; in the data active = inhibition above about 40%;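 also: 0% = enzyme with no compound and 100% = blank without enzyme; many of its hits are not listed in these tables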
Target sequence (P00748 20-372 limits assumed): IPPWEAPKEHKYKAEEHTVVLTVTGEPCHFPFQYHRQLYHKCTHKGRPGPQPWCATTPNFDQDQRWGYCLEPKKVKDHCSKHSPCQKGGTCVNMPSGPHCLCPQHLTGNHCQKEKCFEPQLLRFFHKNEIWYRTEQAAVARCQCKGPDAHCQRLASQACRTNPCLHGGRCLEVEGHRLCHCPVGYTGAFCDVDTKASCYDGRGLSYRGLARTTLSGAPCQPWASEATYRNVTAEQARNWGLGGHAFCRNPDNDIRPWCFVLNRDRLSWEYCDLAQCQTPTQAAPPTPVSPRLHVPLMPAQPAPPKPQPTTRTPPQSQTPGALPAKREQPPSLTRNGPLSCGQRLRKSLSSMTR
Target sequence (P00748 373-615 limits assumed): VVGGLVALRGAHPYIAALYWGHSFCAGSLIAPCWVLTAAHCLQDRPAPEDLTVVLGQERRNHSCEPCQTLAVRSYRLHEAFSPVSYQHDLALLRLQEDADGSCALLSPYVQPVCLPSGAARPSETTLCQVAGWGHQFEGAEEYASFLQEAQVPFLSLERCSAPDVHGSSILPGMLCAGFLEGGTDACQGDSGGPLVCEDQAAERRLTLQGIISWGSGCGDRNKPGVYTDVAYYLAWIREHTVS
Numbers without * were called inactive; / = not tested or not shown; & = joins results of further samples; [ ] = another dose, or the depositor's remark. Not all compounds are listed, so the mix of outcomes need not match the whole.

SMILES	Tb hexokinase	PPC-1+TRAIL kill	FXIa inh	zVAD death inh	CHOP inh	PGE2 EP2 inh	Wee1 degr inh	TNF death inh	FXIIa inh 1536
Cn1c(CNC(=O)c2ccccc2F)nnc1SCc1ccc(F)cc1	1.8	31.4	3.9	0.6	10.8	3.0	3.0	1.2	6.3
CN=C1SC(CC(=O)Nc2cccc(Cl)c2Cl)C(=O)N1C (stereo not given)	-0.4	9.5	0.1	-0.1	27.2	10.9	-3.2	3.3	16.9
Cc1sc(NC(=O)CN2CCOCC2)c(C#N)c1C	18.0	21.9	7.8	-0.6	-2.2	8.5	-1.0	-0.1	6.3
Cc1ccc(/C=N/NC(=O)c2cccc(S(=O)(=O)Nc3cccc(Cl)c3)c2)o1	-14.8	6.4	-2.5	7.2	39.8	4.5	2.5	0.1	8.4
O=C(NN1C(=O)C2C3C=CC(C4CC34)C2C1=O)c1ccccc1Cl (stereo not given)	-6.6	0.4	1.4	0.2	21.5	7.1	-0.5	-0.1	2.7
CCn1cc(-c2cc(C(=O)O)c3ccccc3n2)c(C)n1	-24.2	27.7	-9.5	0.9	-27.1	9.0	-3.5	0.8	0.6
Cc1ccc(N=CC2=C(O)CC(c3ccccc3Cl)CC2=O)cc1 (stereo not given)	-12.0	-2.7	-1.6	-0.8	3.5	6.1	-3.1	-1.3	10.8
O=C(Nc1ccc2c(c1)OCCO2)c1cc2sccc2n1Cc1ccccc1	-10.2	17.3	-5.5	0.0	27.6	19.5&11.5	3.0	-1.4	11.5
CCCCN(N=Nc1nonc1OC)c1nonc1OC	-20.0	-1.7	-0.1	-1.3	42.4	8.5	-1.3	0.2	3.4
CCn1c(O)c(/C=N/N=C2CCCC2)c2ccc(C3=NNC(=O)CC3)cc21	-13.7	4.4	-18.5	0.4	21.3	2.6	0.3	-3.9	3.8
COc1cccc(-c2nnc(-c3ccco3)o2)c1	-2.5	18.3	-2.9	0.1	-6.2	13.4	11.3*	-0.3	2.2
CCCCOc1ccc(-c2cc(C(=O)NNC(=S)NCC)c3ccccc3n2)cc1	-3.3	89.5*[5 µM]	10.6	-2.7	-65.8	6.8	-2.0	-17.0	12.4
COc1ccc(NC(=O)CN2CCN(S(=O)(=O)c3ccc(F)cc3)CC2)cc1Cl	17.5	19.0	-4.2	-0.2	6.5	14.9	-2.1	3.0	4.8
COc1ccccc1-c1cc(C(=O)NC(C)c2ccccc2)no1 (stereo not given)	4.5	8.4	6.1	-0.1	44.9	2.7	2.8	-0.6	7.2
Cc1ccc(-c2cc(C(F)F)n3ncc(C(=O)NN4CCCCC4)c3n2)cc1	-3.1	32.2	-0.3	0.2	64.7	2.5	1.2	-2.3	8.8
Cn1c(Cc2ccccc2)nnc1SCCC(=O)Nc1ccccc1	-0.4	11.6	-0.4	2.1	-4.7	10.6	0.5	-0.3	-4.2
C=CCc1ccc(OCCOCCN(C)C)c(OC)c1	-2.2	6.1	4.9	-1.9	20.2	12.1	0.8	-0.4	19.4
CCn1cc(C(=O)NCc2ccccc2)c(=O)c2cc(F)c(N3CCN(C(=O)c4ccco4)CC3)cc21	-27.2	-4.3	2.2	-0.5	33.8	15.4	2.9	-7.2	-3.1
CCCN(CC1CC1)C(=S)Nc1ccc(C(C)=O)cc1	-9.0	13.2	-3.4	0.2	-2.9	2.6	1.9	0.8	8.0
CC1CCCCC1NC(=O)CO/N=C/c1ccc(OC(F)F)cc1 (stereo not given)	0.2	1.9	2.6	0.5	15.9	5.4	2.1	1.1	5.8
O=C(Nc1cccc(Cl)c1)C1CCCN(S(=O)(=O)c2ccc(F)cc2)C1 (stereo not given)	-2.9	13.8	5.9	1.6	99.2*	9.1	0.0	-0.9	13.5
CC(C)c1ccc(NC2(C#N)C(=O)Nc3ccccc32)cc1 (stereo not given)	2.2	7.8	3.9	0.0	47.9	/	1.3	-1.5	21.2
CC(=O)N1CCN(C(=O)COc2ccccc2C(=O)Nc2ccccc2)CC1	-1.3	5.2[5 µM]	-8.0	-1.5	14.9	12.5	-1.0	-0.1	4.2
O=C(O)CSc1nnnn1C1CCCCC1	4.5	7.8	-8.2	5.5	2.5	10.3	-1.2	0.8	5.4
Cc1ccc(NC(=O)c2cc(-c3ccc(C)o3)nc3ccccc23)cc1	-18.4	7.0	-2.5	0.1	31.2	23.0	2.6	1.1	14.4
c1ccc(-c2n[nH]c(-c3ccccn3)n2)nc1	7.2&-1.4	10.4&15.3	-2.1&-0.2	0.2&1.7	-4.1&-7.9	9.9&10.9	2.2&0.8	0.7&-2.6	-16.8&-1.0
CS(=O)(=O)N1CCN(c2ccc(NC(=O)COc3ccccc3)cc2)CC1	0.5	-1.2	-2.6	12.8	14.0	9.1&13.3	-0.5	1.2	3.9
Cc1ccc(S(=O)(=O)NC2c3cccc4cccc(c34)C2Sc2n[nH]c(N)n2)cc1 (stereo not given)	3.3	3.3	-2.5	0.8	19.5	7.0	-1.4	1.0	4.5
COc1cccc(C(=O)NCC(=O)OCC(=O)C(C)(C)C)c1	5.3	9.8	15.1	-0.2	-2.5	8.7	5.9	0.0	7.8
O=S(=O)(c1ccc2nc(-c3ccco3)c(-c3ccco3)nc2c1)N1CCOCC1	-15.1	14.7	3.1	0.0	-8.3	11.5	1.6	-5.7	12.5
CCOC(=O)c1cnc(-n2nc(C)cc2C)nc1Nc1cccc(C(C)=O)c1	0.1	/	/	-0.3	/	4.5	0.3	-0.3	/
COc1ccc(NC(=O)/C(=C\c2ccc3c(c2)OCO3)NC(C)=O)cc1	-31.3	-0.6	5.3	1.2	14.8	3.9	-1.0	1.6	8.9
O=S(=O)(NCc1ccncc1)c1ccc(Br)s1	6.0	35.0	7.7	-1.3	/	12.8	-2.4	-13.5	3.1
CCCn1c(SC(C)C(=O)O)nc2ccccc21 (stereo not given)	0.1	18.3	-2.7	0.2	5.1	10.0	-0.8	-0.8	12.2
CCCN1CNC(=S)N(c2ccccc2OC)C1	-2.0	17.9	1.4	-1.3	-0.2	4.6	0.1	0.5	4.8
CCOC(=O)c1oc2ccc(CNC3CCCCC3)c(Cl)c2c1C	7.1	23.0	6.8	-0.3	26.9	10.6	-0.6	-1.8	16.8
CC(Oc1ccc(NC(=O)c2ccco2)cc1)C(=O)N1c2ccccc2CC1C (stereo not given)	2.0	11.5	7.8	-0.2	-3.6	10.4	2.0	0.2	15.0
CCOC(=O)c1c(CNCCN(CC)CC)n(C)c2cc(Br)c(OC)cc12	6.7	20.2	3.3	-1.1	-6.9	16.8	0.5	2.9	12.8
O=C1CCN(C(=O)/C=C/c2ccccc2)c2ccccc21	-16.1	16.2	-1.0	-0.1	6.4	8.2	-2.9	0.3	10.3
CC1=C(C(=O)OCC2CCCO2)C(c2ccccc2)C2=C(CCCC2=O)N1 (stereo not given)	-6.2	10.3	-2.9	0.1	-11.7	4.8	2.3	-0.3	1.8
CCC1CCCCN1CC(=O)Nc1cc(OC)c(OC)cc1C#N (stereo not given)	-3.7	15.1	0.1	6.8	17.9	6.8	6.6	2.0	9.2
CCOc1cccc(C(=O)NNC(=O)CCC(=O)O)c1	-1.1	2.7	-8.3	0.5	-5.4	11.4	-0.8	0.0	-5.1
Cc1cc(-c2nnnn2-c2ccc(C(F)(F)F)cc2)no1	-5.4	2.2	-5.3	-0.3	-1.3	7.2	-2.2	-1.8	10.3
COc1ccc(CC(=O)OCC(=O)Nc2ccc(Cl)cn2)cc1	-7.4	7.4	0.5	-0.7	24.4	9.8	-1.9	-0.3	11.9
CCOC(=O)c1cccc(NC(=O)c2cncc(Br)c2)c1	0.1	23.4	-6.7	-0.1	9.5	0.9	3.2	-0.1	-3.6
O=C(Oc1c(-c2ccccc2)c(=O)n2c3c(cccc13)CC2)c1ccc(F)cc1	-15.7	13.1	5.4	-0.5	15.2	8.9	1.8	-2.4	1.9
Cc1cc(NC(=O)CS(=O)(=O)c2cn(Cc3ccccc3Cl)c3ccccc23)no1	11.5	7.8	1.3	0.1	65.3	6.0	3.7	-1.5	11.6
Cc1ccc(-c2csc3nc(SCC(N)=O)n(Cc4ccccc4)c(=O)c23)cc1	6.0	17.2	2.4	0.9	-9.9	11.5	0.1	-0.5	3.8

Part of the list above, reduced to zVAD death inh.
Structure | zVAD death inh
CC1=C(C(=O)OCC2CCCO2)C(c2ccccc2)C2=C(CCCC2=O)N1 (stereo not given) | 0.1
CCC1CCCCN1CC(=O)Nc1cc(OC)c(OC)cc1C#N (stereo not given) | 6.8

Continuation:
SMILES	Tb hexokinase	PPC-1+TRAIL kill	FXIa inh	zVAD death inh	CHOP inh	PGE2 EP2 inh	Wee1 degr inh	TNF death inh	FXIIa inh 1536
COC(=O)c1c(C)nn(-c2ccccc2)c1-n1cccc1	-5.7	15.5	13.5	-0.1	46.9	4.0	-1.7	-1.1	33.1
CCCCc1cc(=O)oc2cc(C)cc(OCC(=O)O)c12	-2.1	31.9	-0.5	-0.2	21.5	8.4	-0.9	1.2	7.3
O=c1nc(-c2ccccc2)cc(-c2ccccc2)[nH]1	-27.1	-2.1	3.7	0.0	10.7	9.6	-1.5	-0.1	15.4
Cn1c(=O)c2c(nc(CO)n2C)n(C)c1=O	-1.9	3.9	-2.1	7.0	-10.0	8.4	0.7	-0.2	3.6
Nc1nc(SCC(=O)Nc2ccc([N+](=O)[O-])cc2Br)n[nH]1	-10.4	11.6	3.1	/	24.2	5.5	-0.9	-0.6	5.0
Cc1sc2ncn(CC(=O)Nc3c(F)cccc3F)c(=O)c2c1S(=O)(=O)N1CCC(C)CC1	-1.5	5.4	-5.5	1.9	16.2	9.4	2.7	2.4	3.0
Cc1ccc(Nc2nc(-c3ccc(C)cc3)c(CC(=O)O)s2)cc1	-0.8	11.5	0.8	2.0	1.7	5.8	0.6	-1.4	12.7
COCCNC(=S)NN=C1CCCCC1	-3.1	11.3	5.2	1.3	2.5	1.3	0.3	0.1	3.9
C=CCc1c(C)nc(C)nc1N/N=C/c1ccc(F)cc1	-73.7	-15.5	-9.5	0.7	-10.4	17.0	0.8	0.5	5.9
CCCN1CCN(C(=S)Nc2ccc3nc(N4CCN(CC)CC4)cc(C)c3c2)CC1	-0.9	-4.5	-6.2	3.6	6.6	5.6	-1.3	-1.1	4.3
CC1CCN(C(c2ccc(N(C)C)cc2)c2nnnn2Cc2ccccc2)CC1 (stereo not given)	9.0	3.1	1.2	-0.6	69.3	8.2	-3.3	-2.2	-10.3
COC(=O)c1ccc2c(=O)n(Cc3ccco3)c(SCC(=O)Nc3ccccc3Cl)nc2c1	-0.9	-7.7	4.3	-0.4	-6.2	1.0	0.7	1.1	14.6
COc1ccc(OC(C)c2nnc(N)s2)cc1 (stereo not given)	-7.1	22.5	0.1	0.0	6.4	12.2&6.3	0.8	-0.5	6.7
CCN1CCN(Cc2c(O)c(Cl)cc3c(C)cc(=O)oc23)CC1	-16.9	-5.2	-37.6	0.9	7.1	3.3	-0.2	1.6	-132.3
N#Cc1c(N)nc2c(c1-c1ccncc1)CCCC2	-25.2	0.8	-2.2	1.0	24.3	6.6	-3.4	-0.2	13.2
O/N=C1/CCSc2ccccc21	2.1	3.3	4.3	0.2	23.3	11.9	-4.6	-3.7	8.8
Cc1ccc(NC(=S)Nc2ccc(S(=O)(=O)Nc3ncccn3)cc2)c(C)c1	7.3	-10.5	-0.4	-0.5	1.6	4.2	2.1	-5.3	16.4
CCCCCCC1CC(CC(=O)Nc2ccc([N+](=O)[O-])cc2)C(=O)O1 (stereo not given)	3.3	12.9	5.5	0.5	94.8*	6.4	1.1	5.4	14.9
Cc1sc2nc(C(C)(C)C)oc(=O)c2c1C	-10.0	-8.6[5 µM]	-4.8	1.4	-9.7	6.4	2.8	0.1	1.8

Bioassay records from PubChem.
